# Bioassay records from PubChem BioAssay.
# tim23-1 inh = inhibits growth of tim23-1 mutant yeast; S. cerevisiae tim23-1 growth, BacTiter-Glo luminescence, 24 h; inhibition, % at 20 µM; hit rate 1.3% among 330,000;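 active = growth inhibition of the mutant yeast at or above 50%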;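 note: temperature-sensitive mutant grown at 25 °C; plate controls were DMSO-treated mutant yeast for no effect and medium wells lacking yeast for full effect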
# UPR XBP1 act = adaptive UPR (XBP1) activation; hit rate 0.33% among 330,000; CHO-XBP1 luciferase reporter, IRE1-XBP1 UPR activation, luminescence; percent of tunicamycin response, DMSO as zero; activation, % at 20 µM;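 active = versus positive control, 20 µM dose yields 30% or more activation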;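 note: 100% = tunicamycin at 10 µg/mL and 0% = DMSO only wells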
#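 Test system: CHO-XBP1 luciferase reporter cells | Buffer or medium: Serum-containing F12 medium, 10% FBS | Schedule: 6 h compound exposure at 37 °C, 5% CO2 | Detection: Steady-Glo luciferase glow luminescence, 10 min after reagent addition | Read-out basis: Activation, % of tunicamycin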
# APJ antagonist = blocks the human apelin receptor APJ. P35414. CHO-K1 APJ beta-arrestin complementation, luminescence. inhibition, % at 20 µM. hit rate 0.32% among 330,000. AID 2521;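 active = inhibition above about 40% at 20 µM, limit read from the data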;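 note: cells challenged with 10 nM apelin-13 agonist together with compound; plate controls were apelin-13 plus DMSO wells for no effect and DMSO wells lacking apelin-13 for full effect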
# Mdm2-MdmX inh = human Mdm2/MdmX binding inhibition; AID 485346; SaOS-2 split-luciferase Mdm2/MdmX complementation, luminescence; O15151+Q00987; hit rate 3% among 330,000; inhibition, % at 8 µM;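 active = inhibition of at least 50% at 8 µM in the primary screen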
# Target sequence (O15151 whole entry, looked up): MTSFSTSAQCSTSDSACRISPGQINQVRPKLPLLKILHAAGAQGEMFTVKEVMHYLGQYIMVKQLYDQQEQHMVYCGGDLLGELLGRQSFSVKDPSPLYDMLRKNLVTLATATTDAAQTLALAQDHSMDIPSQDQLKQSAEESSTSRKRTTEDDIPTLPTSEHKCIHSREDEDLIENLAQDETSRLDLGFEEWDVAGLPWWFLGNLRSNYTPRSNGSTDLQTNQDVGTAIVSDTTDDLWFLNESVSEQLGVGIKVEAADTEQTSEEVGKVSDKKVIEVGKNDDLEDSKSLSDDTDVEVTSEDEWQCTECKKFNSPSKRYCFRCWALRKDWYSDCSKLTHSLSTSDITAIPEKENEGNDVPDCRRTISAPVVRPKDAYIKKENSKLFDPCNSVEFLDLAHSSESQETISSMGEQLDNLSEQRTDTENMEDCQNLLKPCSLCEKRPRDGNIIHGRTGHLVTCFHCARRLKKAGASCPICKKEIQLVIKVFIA
# Target sequence (Q00987 whole entry, looked up): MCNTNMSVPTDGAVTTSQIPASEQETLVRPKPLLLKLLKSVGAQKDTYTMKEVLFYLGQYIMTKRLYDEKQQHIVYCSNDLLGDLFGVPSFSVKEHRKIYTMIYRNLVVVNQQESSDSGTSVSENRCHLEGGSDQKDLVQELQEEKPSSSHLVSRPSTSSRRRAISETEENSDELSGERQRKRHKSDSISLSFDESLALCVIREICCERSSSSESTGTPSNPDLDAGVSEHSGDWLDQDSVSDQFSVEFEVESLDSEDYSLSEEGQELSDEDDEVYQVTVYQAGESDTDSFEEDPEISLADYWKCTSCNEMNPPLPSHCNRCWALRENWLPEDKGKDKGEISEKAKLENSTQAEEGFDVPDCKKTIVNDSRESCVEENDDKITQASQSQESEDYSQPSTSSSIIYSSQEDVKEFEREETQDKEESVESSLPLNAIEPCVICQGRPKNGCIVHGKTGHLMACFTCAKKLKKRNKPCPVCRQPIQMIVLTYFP
# 697 NFkB inh = lowers PMA/ionomycin-induced NF-kB signal in 697 B cells; 697 B-cell NF-kB luciferase reporter, 16 h; inhibition, % at 4 µM; hit rate 0.33% among 330,000; in the data active = inhibition above about 35%
# Jurkat NFkB inh = inhibitors of the PMA/ionomycin-induced NF-kB reporter in Jurkat cells; hit rate 0.53% among 330,000; inhibition, % at 4 µM; PMA/ionomycin-induced NF-kB luciferase reporter, luminescence; AID 435003; in the data active = inhibition above about 50%
# APJ agonist = APJ receptor agonism; CHO-K1 APJ PathHunter beta-arrestin, luminescence; 0% DMSO wells, 100% apelin; P35414; hit rate 0.11% among 330,000; AID 2520; activation, % at 20 µM;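 active = activation more than six SD over the plate average, tested at 20 µM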;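 note: 0% = DMSO alone and 100% = apelin-13 at 10 nM; some results filed as inactive read as strong as hits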
#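 Incubation: overnight seeding, 90 min compound at 25 °C, 1 h detection; test system: PathHunter CHO-K1 APJ (AGTRL-1) beta-arrestin reporter cells; amount: 1000 cells/well; doses: one dose, 20 µM compound, 1% DMSO; measured by: beta-gal luminescence; measure: agonist-driven arrestin binding to APJ; benchmarks: negative DMSO alone, positive Apelin-13 at 10 nM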
# UPR CHOP act = apoptotic UPR (CHOP) activation; CHO-CHOP luciferase reporter, luminescence; percent of tunicamycin response over DMSO baseline; activation, % at 10 µM; hit rate 0.34% among 330,000; AID 449763;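 active = at 10 µM dose, activation of 40% or more, normalized to positive control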;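 note: 100% = tunicamycin at 10 µg/mL and 0% = DMSO alone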
#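 Test system: CHO CHOP reporter cells. Input: 500 CHO-CHOP cells per well. Medium: F12 with 10% FBS. Technique: luciferase luminescence. Measure: percent activation relative to tunicamycin control. Dosing: 10 µM compound, 0.5% DMSO. Timing: 16-18 h cell attachment, then 6 h compound exposure, 37 °C.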
# Active calls of the source: *. Rows are unselected; about 5% have a hit in one of these screens.
SMILES,tim23-1 inh,UPR XBP1 act,APJ antagonist,Mdm2-MdmX inh,697 NFkB inh,Jurkat NFkB inh,APJ agonist,UPR CHOP act
CC1=NNC(=O)C1CCC(=O)N/N=C/C=C/c1ccccc1 (centres undefined),9,2,3,31,9,15,0,-1.6
NC(=O)c1c(NC(=O)Cn2cc([N+](=O)[O-])cn2)sc2c1CCCC2,3,7,11,1,-1,-2,-4,-0.8
CN(C)C=Nc1nonc1N,-3,-3,10,-2,-20,-12,0,-1.2
O=C(COC(=O)C1CCCC1)NCc1ccc(Cl)cc1,3,-6,14,31,7,0,-3,-0.8
O=C(/C=C/c1ccc(OC(F)F)cc1)Nc1cccc(S(=O)(=O)N2CCOCC2)c1,21,-1,-42,36,-108,-3,15,4.4
COc1ccc(CN2CCCC(C(=O)N3CCCC3)C2)c(OC)c1 (centres undefined),-11,-5,6,18,11,4,0,-1.1
Cc1ccc(C)c(N(C(=O)c2snc(C(N)=O)c2N)C(C(=O)NCC2CCCO2)c2cccs2)c1 (centres undefined),1,1,12,5,11,5,-3,-1.1
Cc1ccc(S(=O)(=O)N2CCCCC2)cc1NC(=O)c1cnccn1,9,-4,12,8,5,2,-4,1.0
CCOC(=O)NC(Nc1nnc(C)s1)(C(=O)OCC)C(F)(F)F (centres undefined),6,-2,11,2,4,15,-2,-0.6
Oc1ccc(/C=N/NC2=NCCCCC2)cc1,9,-2,-1,19,-21,6,2,1.0
CCOC(=O)Cn1c(=O)oc2cc(S(=O)(=O)NC3CCCc4ccccc43)ccc21 (centres undefined),16,-1,-5,15,10,-4,-4,-0.4
Cc1sc2nc3c4ccccc4c(NCc4ccco4)nn3c(=O)c2c1C,21,-12,-14,-104,18,43,-2,-1.3
Cn1nc(C(C)(C)C)cc1C(=O)NNC(=O)c1ccc(C(F)(F)F)cc1,-3,-2,-6,16,-21,5,0,0.5
CN1CCN(C2CCN(c3ccc(Nc4nnc(Cl)c(Nc5ccccc5S(C)(=O)=O)n4)c(OC(CF)CF)c3)CC2)CC1,18,-1,15,26,2,0,-2,0.5
COC(=O)c1ccc(-c2nc3cc(N)ccc3o2)cc1,25,-6,-8,-96,29,-79,-3,-5.5
CCOc1ccccc1NC(=O)/C(C#N)=C/c1cccnc1,34,-2,-58,25,4,21,9,-0.2
COc1ccc(OC)c(NC=C2C(=O)OC(C)(C)OC2=O)c1,18,-1,-2,6,10,13,4,-0.9
CCNC(=O)Nc1nc2ccccc2s1,14,0,-20,-54,-72,-74,0,4.6
COc1ccc(/C=C2\SC(=O)N(CC(=O)NCCC(C)C)C2=O)cc1OC,14,-4,11,5,5,2,4,1.1
O=C(C1=C[C@@H](C2CCCCC2)C[C@@H](OCc2ccc(CO)cc2)O1)N1CCN(Cc2ccc3c(c2)OCO3)CC1,8,-1,-63,37,5,3,-3,3.5

# 2 of these compounds, reformatted.
compound	tim23-1 inh	UPR XBP1 act	APJ antagonist	Mdm2-MdmX inh	697 NFkB inh	Jurkat NFkB inh	APJ agonist	UPR CHOP act
CCOC(=O)NC(Nc1nnc(C)s1)(C(=O)OCC)C(F)(F)F (centres undefined)	6	-2	11	2	4	15	-2	-0.6
Oc1ccc(/C=N/NC2=NCCCCC2)cc1	9	-2	-1	19	-21	6	2	1.0

# Additional entries.
SMILES,tim23-1 inh,UPR XBP1 act,APJ antagonist,Mdm2-MdmX inh,697 NFkB inh,Jurkat NFkB inh,APJ agonist,UPR CHOP act
Oc1cccc(Nc2ncnc3c2oc2ccccc23)c1,13,16,-16,-13,-127,-82,-1,5.0
CC(Sc1ccccn1)C(=O)Nc1ccccc1 (centres undefined),4,2,9,-47,-21,-40,-2,5.2
O=C1NC(=S)N/C1=C/c1cccc([N+](=O)[O-])c1O,0,0,43*,-5,19,2,-11,-0.1
O=C(CCc1nc2sc3c(c2c(=O)[nH]1)CCCC3)Nc1ccccc1Cl,7,-1,8,23,6,6,-5,-0.8
CN(C)c1nc(-c2ccccc2)c2cnn(Cc3ccccc3)c2n1,22,-2,16,33,-14,18,-5,-2.9
CC1CCN(C(=O)C2CCCN(c3ncnc4c3nc3n4CCCCC3)C2)CC1 (centres undefined),24,-1,-9,22,-1,0,-1,-1.8
Nc1nnnn1CC(=O)N/N=C/c1ccc(-c2cccc(Cl)c2)o1,2,-2,19,1,-19,-17,-8,-3.0
C/C(CC(=O)Nc1ccc2ccccc2c1)=N\NC(=O)c1ccc(O)c(O)c1,26,0,11,20,1,-10,-2,0.4
CC(CCc1ccccc1)NC(=O)COC(=O)C(CCC(N)=O)NC(=O)c1ccc(F)cc1 (centres undefined),-1,-2,0,10,20,10,-5,1.9
CCOC(=O)C1(Cc2cccc(OC)c2)CCN(Cc2csc(C(C)=O)c2)CC1,-4,-3,5,15,-9,-1,-3,-0.1
CC(NC(=O)c1cc(COc2ccc3ncccc3c2)on1)c1ccc(F)cc1 (centres undefined),22,-2,-15,14,-32,35,1,3.9
C=C(C)CNC(=S)Nc1cccc(S(=O)(=O)NC2=NCCC2)c1,5,-2,4,8,1,-8,0,-0.2
CC1(C)C(=O)N(c2ccccc2Cl)C(=O)c2ccccc21,40,7,-10,7,-15,13,0,1.0
CCOC(=O)c1c(NC(=S)N2CCCCC2)sc2c1CCN(C(=O)OCC)C2,21,18,6,72*,5,-5,-3,3.3
COC(=O)c1ccc(NC(=O)CSc2nn3c(=O)c(C)nnc3s2)cc1,3,-2,18,-8,-17,-17,1,0.8
Cc1ccccc1CNC(=O)Nc1cccs1,15,1,-7,13,5,-14,0,1.3
N#CC1(NC(=O)Cn2ncc(Cl)c(Cl)c2=O)CCCCC1,-13,1,17,98*,-13,8,-1,28
O=C(CCN1C(=O)[C@@H]2Cc3ccccc3CN2C1=O)NCc1ccc(Cl)cc1,16,1,5,12,-3,16,-7,2.1
COc1ccc(-c2noc(CCC(=O)NC3CCCC3)n2)cc1,12,-3,9,9,-14,4,0,2.7
COc1ccc(C(NC(=O)c2ccc(F)cc2)c2ccccc2)cc1 (centres undefined),1,0,-2,15,22,3,-1,-0.1
CCc1cccc(NC(=O)NC(=O)Cn2nnc(C(=O)OC)c2C(=O)OC)c1,-5,-4,-2,18,-14,31,-2,2.4
CCOC(=O)C[C@H]1c2ccc(C(F)(F)F)cc2S(=O)(=O)N1C(C)(C)C,23,2,9,-16,-19,-1,0,-0.8
CCCCOc1ccc(S(=O)(=O)N2CCN(c3ccc(N4CCN(CC)CC4)nn3)CC2)cc1,-22,2,-4,34,-7,1,-2,1.8
COc1ccc(-c2nc(C(N)=O)c3[nH]c(=O)n(-c4cccc(C)c4)c3n2)c(OC)c1,-2,15,-7,29,-8,-2,-1,0.5
S=C(NCc1ccco1)Nc1cc(-c2ccccc2)[nH]n1,41,-2,-4,1,-6,-4,-2,5.6
Cc1ccc(N2C(=O)c3cccc4c(N)ccc(c34)C2=O)c2cccnc12,-27,6,-16,62*,-213,75*,5,0.9
CN(CC(=O)Nc1ccc(Cl)c(C(F)(F)F)c1)C(=O)c1ccc2c(c1)OCCO2,29,-1,2,30,-2,-1,-5,-1.5
CCOc1ccc(OCCC(=O)OCC(=O)NC2CCCC2)cc1,1,0,-37,26,12,-2,0,1.5
O=C(COc1ccc(Cl)cc1)Nc1nnc(-c2ccc3c(c2)CCCC3)o1,4,2,-60,-49,-36,-46,-2,2.6
Cc1cccc(NC(=O)Nc2ccc(Br)cc2)n1,9,2,6,-7,-109,-87,0,5.7
Cc1ccc(N(C(=O)C2CCCC2)C2C=CS(=O)(=O)C2)cc1C (centres undefined),-5,-3,11,-6,22,-4,-4,-1.2
O=S(=O)(Nc1cc(Sc2ncn[nH]2)c(O)c2ccccc12)c1ccccc1,48,11,-63,-8,-20,40,6,3.4
O=C(OCCCN=C1NS(=O)(=O)c2ccccc21)c1ccc([N+](=O)[O-])cc1,-7,-3,-51,11,14,13,8,2.6
Cc1ccccc1S(=O)Cc1ccc(C(=O)NCCCN2CCCCC2)o1 (centres undefined),-3,-7,1,12,15,-14,-5,3.2
COCCCNCCCCOc1c(Cl)cc(C)cc1Br,4,-4,9,-13,-22,-3,-2,0.7
COc1ccc(CCCc2nnc(SCc3nc4ccccc4c(=O)[nH]3)n2C)cc1C,-5,-3,8,5,-6,-19,-1,-0.7
COc1ccc(/C=C(\NC(=O)c2ccc([N+](=O)[O-])cc2)C(=O)NCCCN2CCOCC2)cc1,5,4,11,3,-10,-3,3,1.4
CN(C)S(=O)(=O)c1ccc(-c2cn3ccccc3n2)cc1,15,1,-14,-24,-22,-82,3,3.0
COc1ccc(CCNC(=O)/C=C/c2cc(OC)c(OC)c(OC)c2)cc1OC,9,-2,8,-2,22,-1,-3,-1.6

# 13 entries from above, ordered by molecular weight, high to low:
SMILES,tim23-1 inh,UPR XBP1 act,APJ antagonist,Mdm2-MdmX inh,697 NFkB inh,Jurkat NFkB inh,APJ agonist,UPR CHOP act
CCCCOc1ccc(S(=O)(=O)N2CCN(c3ccc(N4CCN(CC)CC4)nn3)CC2)cc1,-22,2,-4,34,-7,1,-2,1.8
COc1ccc(CCCc2nnc(SCc3nc4ccccc4c(=O)[nH]3)n2C)cc1C,-5,-3,8,5,-6,-19,-1,-0.7
COc1ccc(-c2nc(C(N)=O)c3[nH]c(=O)n(-c4cccc(C)c4)c3n2)c(OC)c1,-2,15,-7,29,-8,-2,-1,0.5
COc1ccc(CCNC(=O)/C=C/c2cc(OC)c(OC)c(OC)c2)cc1OC,9,-2,8,-2,22,-1,-3,-1.6
O=S(=O)(Nc1cc(Sc2ncn[nH]2)c(O)c2ccccc12)c1ccccc1,48,11,-63,-8,-20,40,6,3.4
Cc1ccccc1S(=O)Cc1ccc(C(=O)NCCCN2CCCCC2)o1 (centres undefined),-3,-7,1,12,15,-14,-5,3.2
O=C(COc1ccc(Cl)cc1)Nc1nnc(-c2ccc3c(c2)CCCC3)o1,4,2,-60,-49,-36,-46,-2,2.6
COCCCNCCCCOc1c(Cl)cc(C)cc1Br,4,-4,9,-13,-22,-3,-2,0.7
CCOc1ccc(OCCC(=O)OCC(=O)NC2CCCC2)cc1,1,0,-37,26,12,-2,0,1.5
Cc1ccc(N(C(=O)C2CCCC2)C2C=CS(=O)(=O)C2)cc1C (centres undefined),-5,-3,11,-6,22,-4,-4,-1.2
Cc1cccc(NC(=O)Nc2ccc(Br)cc2)n1,9,2,6,-7,-109,-87,0,5.7
CN(C)S(=O)(=O)c1ccc(-c2cn3ccccc3n2)cc1,15,1,-14,-24,-22,-82,3,3.0
S=C(NCc1ccco1)Nc1cc(-c2ccccc2)[nH]n1,41,-2,-4,1,-6,-4,-2,5.6
